# From PubChem
# uPA generation: inhibitors of cell surface uPA generation. 330,000 tested, 0.31% active. Potency, µM (series often up to 38.3 µM), for inactives: at the top dose activity change, negative = inhibition, hits mostly inhibitors. cell surface uPA generation assay, qHTS. AID 540303; active = well fitted inhibition curve with a large enough effect; inconclusive = small, poorly fitted or top-dose-only effect; inactive = no such curve, though single readings can be large or run the other way; tested in mouse RAW 264.7 cells; also: potency is read from the fitted curve at half-maximal effect; nearly all actives have a fitted effect of over 55% in size
# KCNH2 WT inh: KCNH2 (human, wildtype) channel inhibition. Q12809. U2OS, BacMam KCNH2, thallium flux FluxOr; active compounds read low. activity change, % at 1.84 µM. 340,000 tested, 0.37% active;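 active = maximum activity change below -70%; inconclusive = maximum activity change between -70% and -50%; inactive = maximum activity change above -50%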
#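 U2OS cells transduced with wild-type KCNH2 virus are loaded with FluxOr dye for 45 min, and thallium flux is measured in kinetic reads before and after stimulation buffer. Rate constants are normalized to DMSO controls.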
# FBPA coupling cs: inhibits coupling enzyme system, counter-screen for aldolase hits. activity change, negative = inhibition, % at 58.2 µM, hits read low. AID 2472. 290,000 tested, 0.67% active. coupling enzyme system counterscreen, AmpLite Red fluorescence; in the data active = activity change below about -30%
#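 Coupling enzymes only (glyceraldehyde-3-phosphate) + compound, at 57.5 uM final, 10 min RT; add substrate/coupling/AmpLite Red mix, 20 min RT; fluorescence ex 525/em 598 nm. Actives flag coupling-system interference.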
# PKM2 activator: activators of human pyruvate kinase M2; AID 1631; Potency, µM (top dose mostly 57.5 µM), for the others: at the top dose activation, most hits filed as activators; 260,000 tested, 0.34% active; purified PKM2, Kinase-Glo ATP luminescence, activation; response scale: 0% is enzyme alone, no compound; P14618; also: potency is read from the fitted curve at half-maximal effect; nearly all actives have a fitted effect of over 55% in size
#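 Purified hPK-M2 (>95%) run at intermediate activity with 0.1 mM ADP and 0.5 mM PEP in 50 mM imidazole pH 7.2, KCl, MgCl2; 1 h room temperature. ATP formed read by Kinase-Glo luminescence; normalized to uninhibited and no-enzyme controls.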
# GALK inh: inhibitors of human galactokinase; Purified GALK, Kinase-Glo residual ATP luminescence; Potency, µM (highest dose often 57.5 µM), for the others: at the top dose activity change, negative = inhibition, most hits filed as inhibitors; 270,000 tested, 0.007% active; AID 1868; also: potency is read from the fitted curve at half-maximal effect
# Target sequence (P51570 whole entry, looked up): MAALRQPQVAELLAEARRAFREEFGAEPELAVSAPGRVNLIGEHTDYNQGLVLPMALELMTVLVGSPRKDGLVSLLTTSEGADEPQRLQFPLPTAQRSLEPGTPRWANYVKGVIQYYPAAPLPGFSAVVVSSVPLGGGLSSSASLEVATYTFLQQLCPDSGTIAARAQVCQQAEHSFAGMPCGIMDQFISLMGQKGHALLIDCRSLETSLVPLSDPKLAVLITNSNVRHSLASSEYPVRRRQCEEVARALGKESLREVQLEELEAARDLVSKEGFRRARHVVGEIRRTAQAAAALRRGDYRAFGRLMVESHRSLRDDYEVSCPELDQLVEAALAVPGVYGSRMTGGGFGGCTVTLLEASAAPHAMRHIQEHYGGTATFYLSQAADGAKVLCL
#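 Luminescence from leftover ATP (Ultra-Glo luciferase/luciferin) served as read-out after a 1 h room-temperature reaction of 5 nM GALK with 35 uM ATP and 100 uM galactose.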
# B2AR arrestin: recruits beta-arrestin to the human beta2-adrenergic receptor; P07550; Potency, µM (doses to about 46.1 µM), for inactives: at the highest dose activation, most hits filed as activators; beta-arrestin recruitment to beta2AR, cell-based reporter; AID 492947; 330,000 tested, 0.02% active;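 also: potency is read from the fitted curve at half-maximal effect; 0% = DMSO controls and full agonism = EC100 isoproterenol or metaproterenol; nearly all actives have a fitted effect of over 65% in size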
# Target sequence (P07550 whole entry, looked up): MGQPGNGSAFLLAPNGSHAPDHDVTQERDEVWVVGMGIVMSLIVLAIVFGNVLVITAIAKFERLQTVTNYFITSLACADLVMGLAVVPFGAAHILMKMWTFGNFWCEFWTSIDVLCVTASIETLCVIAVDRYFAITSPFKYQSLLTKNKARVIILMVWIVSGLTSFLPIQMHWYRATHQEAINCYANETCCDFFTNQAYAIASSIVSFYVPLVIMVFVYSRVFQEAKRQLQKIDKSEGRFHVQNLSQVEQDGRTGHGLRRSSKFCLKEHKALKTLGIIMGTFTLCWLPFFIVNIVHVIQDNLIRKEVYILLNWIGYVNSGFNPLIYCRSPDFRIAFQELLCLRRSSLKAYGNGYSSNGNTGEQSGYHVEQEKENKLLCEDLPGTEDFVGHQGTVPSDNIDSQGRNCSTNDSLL
# Eya2 phos inh: inhibitors of human Eya2 phosphatase activity; 330,000 tested, 0.006% active; recombinant Eya2, OMFP fluorescence dephosphorylation (OMFP is methylfluorescein phosphate); AID 488837; Potency, µM (titrated, usually from 76.9 µM), for the others: at the highest dose activity, negative = inhibition, hits mostly inhibitors; also: potency is read from the fitted curve at half-maximal effect
#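 Eya2 protein (added as 0.2 uM solution) was preincubated with compound for 10 min at ambient temperature in 50 mM HEPES pH 7.5, 50 mM NaCl, 5 uM MgCl2, 0.05% BSA, 1 mM DTT. OMFP (added at 50 uM) then reacted 10 min; fluorescence read at 485/525 nm.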
# KCNH2 3.1 block: KCNH2 3.1 (human) potassium channel inhibition. 340,000 tested, 0.95% active. U2OS KCNH2 3.1, thallium flux FluxOr; active compounds read low. activity change, % (tested at about 1.8 µM);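 active = maximum activity change below -70%; inconclusive = maximum activity change from -70% to -50%; inactive = maximum activity change above -50%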;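 also: thallium influx rate constant from kinetic fluorescence after stimulation buffer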
#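 FluxOr-based Tl+ influx in U2OS cells transduced with KCNH2 3.1 virus; rate constants normalized to DMSO controls.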
# USP2a block: blocks human ubiquitin-specific protease USP2a. O75604. USP2 core, Ub-CHOP2 coupled fluorogenic reporter, 485/531. Potency, µM (highest dose often 38.3 µM), without a hit: at the highest dose activity change, negative = inhibition, hits mostly inhibitors. 330,000 tested, 0.01% active. AID 463254;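 also: potency is read from the fitted curve at half-maximal effect; plate controls were DMSO wells for no effect and full inhibition by NEM control for full effect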
#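 Cell-free coupled assay: 10nM USP2 core preincubated 30min RT with compound in Tris-HCl pH 8.0/CaCl2/CHAPS buffer, then 25nM Ub-CHOP2 and 25nM reporter substrate; fluorescence (Ex 485/Em 531) read after 60min RT, normalized to NEM inhibition, concentration-response curves fitted.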
# Chronic BCR inh: chronic active BCR signaling inhibition; AID 493014; ABC-DLBCL IkBa-CBG/CBR reporter, luminescence ratio, 4 h; Potency, µM (series often up to 46.1 µM), without a hit: top-dose ratio change, negative = lower green/red ratio, hits mostly inhibitors; 340,000 tested, 0.05% active; active = well fitted inhibition curve with a large enough effect in the signal ratio, with a control signal flat, not every such curve was filed as active; inconclusive = small, poorly fitted or top-dose-only effect, or effect the other way, or a change in a side signal; the % refers to the signal ratio;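 also: potency is read from the fitted curve at half-maximal effect; plate controls were basal doxycycline-induced cells for no effect and cells given 10 µM MG132 for full effect; MG132 reads +100%, hits lower the ratio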
#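 Concentration-response series (up to 46 uM) were applied to TMD8 dual-reporter cells for 4 h at 37C with doxycycline. Green/red ratio, after filter-overlap correction, defined %Activity; red signal alone was normalised to basal cells and zero luminescence.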
# Giardia kill: Giardia lamblia killing; Giardia lamblia trophozoite viability; activity change, % at 7.66 µM, hits read low; 340,000 tested, 0.15% active; AID 540267; in the data active = activity change below about -80%; inconclusive = between about -30% and that limit;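 also: parasites exposed to compound for two days anaerobically before the ATP read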
#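 Killing of trophozoites was scored by loss of ATP luminescence after a 48 hrs anaerobic exposure to compounds at 37 deg C, using 100 cells per well.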
# * hit, by the source's call; ? = inconclusive; / = not tested or not shown; [ ] = another dose, or the depositor's remark. Unless noted, calls follow the shape of the dose curve; as a rule, active = well fitted curve in the direction sought with a large enough effect; inconclusive = small, poorly fitted or top-dose-only effect, or another doubt; inactive = no such curve, though single readings can be large; an effect the other way counts as inactive or inconclusive. Unless noted, % is scaled to controls: 0 for no effect and ±100 for the full control effect.
SMILES,uPA generation,KCNH2 WT inh,FBPA coupling cs,PKM2 activator,GALK inh,B2AR arrestin,Eya2 phos inh,KCNH2 3.1 block,USP2a block,Chronic BCR inh,Giardia kill
COc1ccc(S(=O)(=O)NCCc2ccccc2)cc1OC,3%,-9,5,1%,1%,-0.3%,-6%,1,0%,-6%,29
CCOC(=O)c1sc(SC)c2c1CCC/C2=N/OC,-2%,3,-2,-1%,/,-0.7%,3%,0,0%,9%,-3
CCN(CCC(=O)Nc1ccc(Br)c(C)c1)Cc1ccccc1,-8%,18,-1,-8%,-2%,-0.1%,9%,?,0%,-2%,7
COc1ccc(SN=C2C(C)=CC(=O)C=C2C)cc1,-18%,-4,3,1%,17%,0.0%,-7%,3,-2%,-3%,-18
Cc1nc2ccccc2cc1OCc1ccc(F)cc1,-9%,-7,-4,-1%,0%,-0.3%,-28%,-16,5%,16%,5
O=C(Cc1cccc2ccccc12)Nc1ccc(-c2cc3ccccc3oc2=O)cc1,9%,0,1,9%,-2%,0.0%,-29%,5,3%,-8%,1
N#Cc1ccccc1S(=O)(=O)N1CCN(C(=O)C2CC(=O)N(c3ccc4c(c3)OCCO4)C2)CC1 (configuration not stated),-3%,-10,/,/,/,-2.1%,3%,-75*,6%,-2%,-19
Cc1c(Cl)cccc1NC(=O)Cn1c(CCC(=O)O)ccc1-c1ccc(Cl)cc1,-5%,15,7,1%,-1%,-0.3%,6%,4,1%,2%,-23
Cc1ccc(-c2cc(C)nc3nc(N)nn23)cc1,/,1,0,0%,-2%,-0.2%,-2%,1,0%,12%,9
COc1ccc(C(=O)Nc2nc3ccc(S(C)(=O)=O)cc3s2)cc1,-1%,8,5,1%,-2%,-0.1%,3%,-5,2%,2%,6
O=C(NCC(c1ccco1)N1CCc2ccccc2C1)C(=O)Nc1cc(F)ccc1F (configuration not stated),1%,-4,/,/,/,0.0%,11%,0,0%,-14%,0
CC1CCN(C2(O)C(=O)Nc3ccc(Cl)cc32)CC1 (configuration not stated),2%,-6,0,0%,2%,-0.3%,4%,1,-1%,1%,21
Nc1n[nH]c(=S)n1-c1ccc(Cl)cc1,-12%,-10,1,-15%,-9%,0.1%,-3%,7,6%,?,-4
CCOC(=O)c1ccc(N=Cc2c(O)c3ccccc3oc2=O)cc1,-12%,-2,-5,/,-3%,0.0%,-4%,29,1%,?,2
O=C(CN1CCN(C(=O)CCC(=O)N2CCC(c3ccccc3)=N2)CC1)Nc1ccc(F)cc1,-10%,-2,/,/,/,0.9%,3%,-5,1%,-4%,-13
COc1ccc(-n2c(=O)[nH]cc(C(=O)Nc3ccc4c(c3)OCCO4)c2=O)cc1OC,6%,7,2,-5%,-4%,-0.5%,7%,6,2%,-6%,-9
COc1ccc(C(C(=O)NCC2CCCO2)N(C(=O)CNC(=O)c2cccs2)c2ccc(NC(C)=O)cc2)cc1OC (configuration not stated),4%,-9,2,7%,5%,0.1%,1%,8,0%,-3%,-3
Cc1cc(C)n(-c2ccc(C(=O)Nc3nnc(C4CC4)s3)cc2)n1,-1%,-1,6,-8%,-1%,-0.3%,10%,9,1%,7%,-5
CCOC(=O)c1cc2c(ccn2C)n1CC(=O)N1CCC(Cc2ccccc2)CC1,-16%,-6,1,-1%,4%,-0.2%,-4%,17,2%,0%,-5
O=S(=O)(NCc1cccnc1)c1cccs1,11%,-1,-1,12%,4%,-0.1%,3%,3,4%,4%,-12

# Some of these compounds in order of their number in uPA generation, ascending:
canonical_smiles	uPA generation
Cc1nc2ccccc2cc1OCc1ccc(F)cc1	-9%
Cc1c(Cl)cccc1NC(=O)Cn1c(CCC(=O)O)ccc1-c1ccc(Cl)cc1	-5%
CCOC(=O)c1sc(SC)c2c1CCC/C2=N/OC	-2%
CC1CCN(C2(O)C(=O)Nc3ccc(Cl)cc32)CC1 (configuration not stated)	2%
O=C(Cc1cccc2ccccc12)Nc1ccc(-c2cc3ccccc3oc2=O)cc1	9%

# The main list resumes with the 3 entries that preceded the break.
SMILES,uPA generation,KCNH2 WT inh,FBPA coupling cs,PKM2 activator,GALK inh,B2AR arrestin,Eya2 phos inh,KCNH2 3.1 block,USP2a block,Chronic BCR inh,Giardia kill
Cc1cc(C)n(-c2ccc(C(=O)Nc3nnc(C4CC4)s3)cc2)n1,-1%,-1,6,-8%,-1%,-0.3%,10%,9,1%,7%,-5
CCOC(=O)c1cc2c(ccn2C)n1CC(=O)N1CCC(Cc2ccccc2)CC1,-16%,-6,1,-1%,4%,-0.2%,-4%,17,2%,0%,-5
O=S(=O)(NCc1cccnc1)c1cccs1,11%,-1,-1,12%,4%,-0.1%,3%,3,4%,4%,-12
COc1cccc(NC(=O)COc2ccc(C)cc2)c1,5%,0,-2,-6%,0%,-1.1%,-3%,-16,1%,?,-3
Cc1ccc2nc(SCC(=O)c3ccc4c(c3)NC(=O)CO4)[nH]c2c1,6%,1,-4,-5%,0%,0.6%,1%,-3,3%,-18%,4
CCOc1ccc(S(=O)(=O)Nc2ccccn2)c2ccccc12,-2%,7,-4,1%,0%,0.4%,-9%,15,0%,-16%,19
CCn1cc(C(=O)NCCCOC(C)C)c(=O)c2cc(S(=O)(=O)N3CCOCC3)ccc21,19%,-12,/,/,-5%,-0.2%,4%,-3,2%,2%,-16
Cc1ccc(NCCC(=O)c2ccc(Br)cc2)cc1,5%,5,0,-10%,1%,-0.2%,25%,-13,-6%,-2%,-20
O=C(NC(Cc1ccccc1)c1ccc2c(c1)OCCCO2)c1ccccc1F (configuration not stated),1%,27,-9,2%,-5%,0.3%,-5%,-14,4%,11%,5
Cc1cccc(NS(=O)(=O)c2ccc(C)c(C(=O)NCC(c3ccco3)N3CCCCC3)c2)c1 (configuration not stated),4%,-14,/,/,/,-0.4%,-9%,11,0%,9%,1
CCOc1ccc(S(=O)(=O)N(CC)CC(=O)NC2CC2)cc1,10%,10,/,/,-1%,-0.2%,-13%,-2,-1%,-13%,-16
C=CCn1c(SCc2nc(N)nc(N(C)C)n2)nnc1-c1cccnc1,2%,-12,-3,-1%,0%,-0.6%,-19%,1,0%,4%,-21
Cc1cc(C)cc(S(=O)(=O)c2cnc3ccccc3n2)c1,-14%,-1,1,-6%,4%,-0.1%,10%,11,-6%,?,1
Cc1cccc(C)c1N(CC(=O)N1CCCC1)S(C)(=O)=O,1%,-9,-3,-1%[11.5 µM],0%,-0.1%,13%,-1,2%,0%,19
CCOC(=O)N/N=C/c1ccc(N2CCOCC2)s1,-6%,4,6,-6%,-2%,-0.2%,-4%,12,0%,-4%,?
COCc1[nH]nc2c1C(c1ccc(OC)cc1)C(C#N)=C(N)O2 (configuration not stated),-9%,3,0,-1%,-3%,-0.1%,2%,-12,1%,-1%,19
O=C(NCCCn1ccnc1)c1cc(C(=O)C2CC2)c[nH]1,-2%,-2,4,-1%,-1%,-0.3%,14%,-2,3%,1%,14
O=C(Nc1ccc(Oc2ccc(C(F)(F)F)cn2)c(Cl)c1)C1CC1,0%,23,-4,2%,11%,-0.8%,-19%,7,-1%,?,-7
O=C(Cn1c(=O)sc2ccccc21)Nc1ccccc1,4%,-10,-3,-2%,-2%,/,/,6,/,/,-11
COc1cc(Cl)cc(/C=N/NC(N)=O)c1O,7%,2,-4,-1%,1%,-0.1%,-15%,-10,5%,-3%,-4
CO/N=C(\Cn1ncc(N2CCCC2)c(Cl)c1=O)c1ccc(Cl)cc1,4%,12,1,14µM*,3%,-0.7%,-16%,-17,2%,8%,4
CCCOc1ccc2ccccc2c1/C=N/n1c(C)nnc1-n1nc(C)cc1C,-19%,-41,10,-6%,-1%,0.1%,2%,-5,-4%,?,-18
CCOc1cc(C(N)=O)cc(Br)c1OCC,/,9,-3,7%,0%,0.3%,-9%,10,4%,13%,8
O=C(Cc1cccc(C(F)(F)F)c1)Nc1cccc(S(=O)(=O)N2CCCC2)c1,-7%,-18,-1,0%,-3%,-0.3%,-11%,-6,-4%,-14%,12
Cc1ccc(C)c(-c2csc(-c3cccnc3)n2)c1,16%,-2,-2,1%,2%,-0.5%,-26%,5,1%,-14%,1
